# High-throughput results from PubChem BioAssay.
# RmlCD inh 1536 – M. tuberculosis RmlC/RmlD coupled enzyme inhibitors, primary screen, biochemical, compound mixtures, 384-well, from 1536-well plates; AID 1533, 2009; dTDP-4-dehydrorhamnose reductase (Mycobacterium tuberculosis (strain ATCC 25618 / H37Rv)) …; RmlC+RmlD coupled enzyme assay, percent inhibition; primary screen in compound mixtures; inhibition, % at 3.6 µM; actives 0.03% (n = 160,000); in the data active = inhibition mostly above about 34%, no sharp cut-off; also: some results filed as inactive read as strong as hits
# Target sequence (P9WH09 whole entry, looked up): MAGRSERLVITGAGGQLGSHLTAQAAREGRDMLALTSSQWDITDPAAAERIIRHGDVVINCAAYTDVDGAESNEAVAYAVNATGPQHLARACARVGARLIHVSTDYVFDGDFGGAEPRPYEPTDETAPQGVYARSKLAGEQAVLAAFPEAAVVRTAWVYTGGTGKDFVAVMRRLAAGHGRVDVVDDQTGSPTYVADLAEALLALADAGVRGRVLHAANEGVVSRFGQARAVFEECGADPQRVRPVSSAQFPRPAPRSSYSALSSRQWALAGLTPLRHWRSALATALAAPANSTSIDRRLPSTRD
# Target sequence (P9WH11 whole entry, looked up): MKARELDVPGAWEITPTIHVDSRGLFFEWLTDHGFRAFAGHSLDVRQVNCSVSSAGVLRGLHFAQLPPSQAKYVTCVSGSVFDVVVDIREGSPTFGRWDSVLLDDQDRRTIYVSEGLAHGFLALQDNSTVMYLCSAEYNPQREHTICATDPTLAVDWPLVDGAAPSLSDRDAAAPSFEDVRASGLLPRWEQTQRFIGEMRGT
# GlmU inhibition – inhibition of mycobacterial GlmU enzyme – biochemical, glucosamine-1-phosphate acetyltransferase (AID 1376) | one-dose inhibition, %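 (tested at 30 µM in the primary screen)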; IC50 in µM for titrated hits | M. tuberculosis GlmU acetyltransferase enzyme assay; higher % means a stronger effect | actives 0.25% (n = 220,000) | Bifunctional protein GlmU (Mycobacterium tuberculosis (strain ATCC 25618 / H37Rv)); in the data active = inhibition above about 13%;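 also: 0% = complete reaction with vehicle and 100% = reaction without substrate; strong numbers were not always called active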
# An asterisk follows results filed as active; nt = not tested or not shown. A portion of the library; rates above refer to the full screens.
compound	GlmU inhibition	RmlCD inh 1536
Cc1nc(NS(=O)(=O)c2ccccc2)sc1NC(=O)OC(C)C	-0.4%	nt
O=C(C1=C(O)C(=O)N(c2nccs2)C1c1ccccc1)c1cc2ccccc2o1 (stereo not given)	-3.5%	-13.9
Cc1nn(C)c(C)c1S(=O)(=O)N(CC(=O)NC1CCCCCC1)c1ccc(C(C)C)cc1	2.3%	7.8
Cc1ccnc(N2CCC(C(=O)Nc3cccc(C(F)(F)F)c3)CC2)n1	-1.8%	9.2
Cc1cc(C)n2ncc(C(=O)Nc3cccc(O)c3)c2n1	0.4%	-3.1
CCOC(=O)CNC(=O)N1CCCC(C(=O)c2ccccc2SC)C1 (stereo not given)	0.7%	-8.5
O=C(Cc1ccccc1)NC(=S)Nc1ccc2oc(-c3ccccc3)nc2c1	7.2%	6.3
Cc1nc2sccc2c(=O)n1-c1ccccc1Cl	0.6%	-12.1
CCO[C@H]1OC(C(=O)NCc2ccccc2)=C[C@@H](c2coc3ccccc3c2=O)[C@@H]1CCCO	1.2%	nt
O=C(NCC1(c2ccccc2)CCCC1)c1ccco1	6.9%	-5.3
CN1CCN(CCCNC(=O)Nc2cccc3ccccc23)CC1	nt	35.4
COC(=O)c1ccccc1-n1cccc1C(=O)NP(=O)(N1CCOCC1)N1CCOCC1	3.6%	-7.8
CC(=O)Nc1ccc(Oc2ccc(NC(C)=O)c(NC(C)=O)c2)cc1	0.5%	4.3
CN(C)c1ccc(C=Nc2cnn(C)c2C(N)=O)cc1	-0.4%	nt
CCOC(=O)c1[nH]c(C)c(C(=O)N2CCc3ccccc32)c1C	1.9%	nt
C(=N\c1nc2ccccc2n1CCN1CCCCC1)/c1cccs1	-0.4%	nt
Cc1ccc(C)c(N2CCN(C(=O)c3cc4ccccn4n3)CC2)c1	0.9%	-4.5
CCOC(=O)c1ccc(Nc2nc(C(=O)OCC)nc3ccccc23)cc1	-4.3%	nt
Cn1c(SCC(=O)NCCc2ccc(S(N)(=O)=O)cc2)nc2ccccc2c1=O	-3.1%	-7.0
Cc1ccc(S(=O)(=O)Cc2ccc(C(=O)N3CCN(Cc4ccccc4)CC3)o2)cc1	nt	12.6
COc1ccccc1OCc1nc(Cc2ccc(Cl)cc2)no1	-5.4%	nt
NC(=O)C1CCN(CC(O)CSc2ccccc2)CC1 (stereo not given)	-8.3%	-7.2
Cc1occc1-c1nnc(SCC(=O)N2CCOCC2)n1Cc1ccco1	1.6%	nt
Cc1cc(C)nc(/N=C(\N)Nc2ccc(S(=O)(=O)Nc3nc(C)cc(C)n3)cc2)n1	-6.5%	nt
COc1cccc(NC(=O)c2ccc(NCCCN3CCC(C)CC3)c([N+](=O)[O-])c2)c1	-5.2%	9.1
CC(=O)c1c(N)n(C)c(=O)n(C)c1=O	-2.7%	-10.6
COc1cc(C(=O)Nc2ccccc2-c2nnn(CC(N)=O)n2)cc(OC)c1OC	1.8%	nt
COc1ccc(NC(C)=O)cc1NC(=O)CN1CCN(CC(=O)Nc2ccc(Cl)cc2)CC1	0.7%	nt
COc1ccc(NS(=O)(=O)c2cccc(C(=O)O)c2)cc1	3.2%	nt
CC1=NNC(=O)C1CC(=O)N/N=C/C=C/c1ccccc1 (stereo not given)	-0.9%	5.6
Cc1cc(N2CCOCC2)n2cc(-c3ccc(F)cc3)nc2n1	1.9%	nt
Cn1c(N)c(C(=O)COC(=O)C(Cc2ccccc2)NC(=O)c2ccccc2)c(=O)n(C)c1=O (stereo not given)	1.1%	nt
O=C1NC(=S)N(C(=O)c2ccc(F)cc2)/C1=C/c1cccnc1	5.6%	3.4
Cc1ccc(OCC(=O)Nc2ccccc2-c2ccccc2NC(=O)COc2ccc(C)cc2)cc1	-0.2%	6.4
COc1ccc(-c2cc(C(=O)O)c3sc(N4CCCCC4)nc3n2)cc1OC	-1.8%	9.5
COc1ccc(/C=N/Nc2nc3ccccc3[nH]2)cc1OC	-0.1%	5.1
C=CCNC(=O)/C(C#N)=C\c1cc(Cl)c(OCC)c(OC)c1	-3.9%	5.2
CCN(CC)c1ccc(C2C(C(=O)Nc3ccccn3)=C(C)NC3=C2C(=O)CC(C)(C)C3)cc1 (stereo not given)	-4.2%	-6.1
O=Cc1cn[nH]c1-c1ccccc1	-1.4%	6.0
CCOC(=O)c1c(O)c2c([nH]c1=O)CCCC2	0.1%	nt
CCNC(=O)c1c(NC(=O)c2cc(-c3cc(C)ccc3O)n[nH]2)sc2c1CCCC2	1.5%	6.0
CCC/C=C(\CCC)C(NS(=O)(=O)c1cccc2cccnc12)c1ccc(C(=O)OC)cc1 (stereo not given)	-2.2%	nt
CCc1ccc(N(C(=O)c2csnn2)C(C(=O)NC(C)(C)C)c2ccccn2)cc1 (stereo not given)	7.7%	-6.1
C=CCOc1c(CNc2ccc(C(=O)O)cc2)cccc1OC	-1.2%	nt
CCOC(=O)c1sc(=NC(=O)c2ccc(OC)c(OC)c2)n(C)c1C	5.6%	9.4
Cc1cccc(Nc2ccccc2C(=O)OCC(=O)N2CCOCC2)c1C	2.4%	5.6
COCCSc1nnc(NS(=O)(=O)c2ccc(C)cc2)s1	-6.3%	-4.7
COc1ccc(-c2c(-c3ccsc3)oc3ccc(N4CCOCC4)cc23)cn1	-4.2%	nt
CCOc1ccccc1NC1=NC2CS(=O)(=O)CC2S1 (stereo not given)	-7.8%	5.6
O=c1cc(CO)occ1OCc1cccc(C(F)(F)F)c1	1.0%	nt
CCOC(=O)C1CCN(C(=O)C(C)N(c2ccc(Oc3ccccc3)cc2)S(C)(=O)=O)CC1 (stereo not given)	0.1%	-7.8
CCOc1ccc(C(=O)Nc2nc(C)cc(C)n2)cc1[N+](=O)[O-]	0.0%	nt
COc1ccc(OC)c2[nH]c(=O)c(CCNC(=O)Cc3cccs3)cc12	-3.6%	10.0
O=C1Cc2ccccc2N1c1c(Cl)cccc1Cl	1.0%	nt
O=C(Nc1ccc(N2CCN(C(=O)c3ccco3)CC2)c(Cl)c1)c1c(F)c(F)c(F)c(F)c1F	2.6%	16.8
O=C(NC1CCN(Cc2ccccc2)CC1)C(NS(=O)(=O)c1cccc2nsnc12)c1ccccc1 (stereo not given)	4.8%	2.8

# Going on with the list:
compound	GlmU inhibition	RmlCD inh 1536
C=C(C)c1cccc(C(C)(C)NC(=O)N2CC(C)OC(C)C2)c1 (stereo not given)	-3.6%	nt
CN1C(C(=O)NCc2cccc(Br)c2)CC2Cn3c(nc4cc5ccccc5cc43)C21 (stereo not given)	3.7%	nt
O=[N+]([O-])c1ccc(OCCn2cnc3ccccc32)cc1	0.3%	-8.1
COc1ccc(-c2nnc3n2N=C(C)CS3)cc1	1.0%	nt
COC(=O)Cn1c(C)c(C(C)=O)c(C(C)=O)c1C	2.1%	nt
COc1c(C)cc(Br)cc1C(=O)Nc1ccc(N2CCN(S(C)(=O)=O)CC2)cc1	-2.6%	8.2
O=[N+]([O-])c1nn(-c2ccc3c(c2)OCCO3)n(O)c1=NCc1ccccc1Cl	-1.3%	9.5
CC1CC(C)CN(S(=O)(=O)c2ccc(C(C)(C)C)cc2)C1 (stereo not given)	-5.4%	-5.8
Cc1ccnc(NS(=O)(=O)c2cccc([N+](=O)[O-])c2)c1	0.3%	nt
CC1(C(=O)N2CC3(CC(c4ccccc4)=NO3)C[C@H]2C(=O)NCC(N)=O)CC1 (stereo not given in full)	-0.2%	-10.4
Cn1nc(C(F)(F)F)c(-c2ccccc2)c1NC(=O)c1ccco1	2.7%	nt
O=C(COC(=O)c1cc[n+]([O-])cc1)Nc1ccc(F)c([N+](=O)[O-])c1	4.4%	nt
O=C(Nc1ccc(-c2cnco2)cc1)c1ccc(Cl)cc1	-7.7%	-10.6
O=C1CC(N2CCN(Cc3ccccc3)CC2)C(=O)N1 (stereo not given)	4.0%	6.0
COc1ccc(S(=O)(=O)Nc2nnc(Cc3ccc(OC)c(OC)c3)s2)cc1	-1.6%	23.8
Cn1cccc1/C=C1\SC(=O)N(c2ccccc2)C1=O	1.6%	2.4
CC(=S)/C=C1\Sc2ccccc2N1C	-0.5%	-8.2
O=C(O)c1ccc(N2C(=O)C3C4c5ccccc5C(Br)(c5ccccc54)C3C2=O)cc1 (stereo not given)	-6.5%	7.0
O=C(Nc1cccc(F)c1)c1sc(Cl)nc1-c1ccccc1	7.7%	-8.4
Cc1nc(S(=O)(=O)Cc2ccccc2Cl)nc2c1CCC2	9.0%	9.0
COc1ccc(-c2nn(CCC#N)cc2C(=O)Nc2ccccc2Br)cc1[N+](=O)[O-]	-2.2%	nt
Cc1ccc(SCCC(=O)NC2CC2)cc1	0.1%	3.8
CC1(C)C2CC=C(CN3CCC(O)CC3)C1C2 (stereo not given)	-5.7%	-7.2
CC(C)(C)c1ccc(Cn2nnc3c(=O)[nH]c(C4CCCN(C(=O)Cc5cccs5)C4)nc32)cc1 (stereo not given)	-0.5%	28.1

# Reprinted at random: 2 records from the list
compound	GlmU inhibition	RmlCD inh 1536
Cc1nc(S(=O)(=O)Cc2ccccc2Cl)nc2c1CCC2	9.0%	9.0
CC(C)(C)c1ccc(Cn2nnc3c(=O)[nH]c(C4CCCN(C(=O)Cc5cccs5)C4)nc32)cc1 (stereo not given)	-0.5%	28.1

# Next section:
compound	GlmU inhibition	RmlCD inh 1536
Cc1cccc(NC(=O)CSc2cc(C)c(C#N)c3nc4ccccc4n23)c1	2.7%	-8.7
N#CC1=C2Nc3ccccc3N2C(=O)NC1(c1ccccc1)C(F)(F)F (stereo not given)	0.0%	1.0
CCN(CC)CCOC(c1ccccc1)c1ccc(C)cc1 (stereo not given)	13.5%*	2.4
NC(=O)c1ccc[n+](CCC[n+]2cccc(C(N)=O)c2)c1	-2.3%	11.9
COc1ccc(C(=O)c2nc3c(n2O)CCCC3)cc1OC	4.4%	-3.0
O=S(=O)(Nc1ccc(S(=O)(=O)Nc2ccccc2)cc1)c1ccccc1	1.4%	0.2
Cc1noc(C(=O)NCc2ccc(F)cc2)c1Cl	8.8%	-5.3
CCOC(=O)N1CCN(C(=O)CCc2c(C)nc3c(c(C)nn3-c3ccc(C)c(C)c3)c2C)CC1	1.8%	nt
COc1ccc(Cl)cc1N(CC(=O)NC1CC1)S(=O)(=O)c1ccc(C)c([N+](=O)[O-])c1	0.4%	85.2
CC(SCc1cc(=O)n2c([nH]c3ccccc32)c1C#N)C(=O)O (stereo not given)	3.7%	5.7
O=C(Nc1nnc(-c2ccccc2)o1)Nc1ccccc1Cl	nt	-4.9
Cc1occc1C(=O)N/N=C/C(Br)=C\c1ccccc1	3.0%	8.3
Cc1ccccc1OCC(=O)N/N=C/c1cc2ccccc2nc1Cl	-0.7%	nt
O=C(Nc1ccccc1)Nc1ccno1	-6.1%	nt
CCn1c(=O)cc(OCC(=O)Nc2ccccc2N2CCN(C)CC2)c2ccccc21	-4.0%	nt
O=c1c2ccccc2[nH]c(=S)n1CCN1CCN(Cc2ccccc2)CC1	3.5%	nt
Cc1cc(NC(=O)C2CCCN(S(=O)(=O)c3c(C)noc3C)C2)no1 (stereo not given)	9.5%	nt
COc1ccc(Cn2c(O)c(C=NCCN3CCOCC3)c(=O)[nH]c2=O)cc1	0.6%	-2.9
COc1ccc(OC)c2c1CCC2=O	-2.1%	nt
CN(C)S(=O)(=O)c1cccc(C(=O)OCC(=O)Nc2ccccc2OC(F)F)c1	-3.3%	15.1
COc1cc(C(=O)NCC(c2ccco2)N2CCCC2)ccc1OCc1c(C)noc1C (stereo not given)	-4.8%	6.7
CC1(N2CCCCC2)CC2(O)C(=[N+]1[O-])CCC/C2=N\O (stereo not given)	nt	-9.7
O=C(NNc1cc(Cl)ccc1Cl)c1cccs1	-2.2%	8.7
COCCNC(=O)C1=C(N)C(C(=O)Nc2ccc(C)c(S(=O)(=O)N3CCCCC3)c2)SC1=Nc1ccc(C)cc1C (stereo not given)	-1.8%	5.5
CN(C)c1ccc(C(C#N)c2ccccc2)nn1 (stereo not given)	1.8%	2.7
Cc1ccc(NC(=O)/C(C#N)=C/c2ccc(C)s2)c(C)c1	-0.9%	6.0
CC[n+]1ccc(C)c2cc(P(=O)(c3ccccc3)c3ccccc3)ccc21	-4.7%	18.6
CCOC(=O)c1c(C)n(CCNC(C)=O)c2ccc(OC)cc12	1.8%	nt
CCC1CCC(C(=O)NNC(=O)c2cc(-c3ccco3)[nH]n2)CC1 (stereo not given)	1.7%	6.5
CCN(CC(=O)Nc1ccc(N2CCOCC2)cc1)C(=O)c1ccc(C#N)cc1	-2.6%	9.6

# Record cards (already shown). Values in the order: GlmU inhibition, RmlCD inh 1536
# O=Cc1cn[nH]c1-c1ccccc1 in the list: -1.4%, 6.0
# COCCNC(=O)C1=C(N)C(C(=O)Nc2ccc(C)c(S(=O)(=O)N3CCCCC3)c2)SC1=Nc1ccc(C)cc1C (stereo not given) in the list: -1.8%, 5.5
# CCOC(=O)c1[nH]c(C)c(C(=O)N2CCc3ccccc32)c1C in the list: 1.9%, nt
# COc1ccc(Cl)cc1N(CC(=O)NC1CC1)S(=O)(=O)c1ccc(C)c([N+](=O)[O-])c1 in the list: 0.4%, 85.2
# O=S(=O)(Nc1ccc(S(=O)(=O)Nc2ccccc2)cc1)c1ccccc1 in the list: 1.4%, 0.2
